# NPY-Y2 antag: NPY-Y2 receptor antagonists, primary screen, cell-based. AID 793, 2007. inhibition, % at 2.7 µM. NPY-Y2 expressing cells, antagonist mode. 0.99% of 140,000 active; in the data active means inhibition above about 17%;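 further: 0% = vehicle with agonist challenge and 100% = reference antagonist with challenge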
# Target sequence (P49146 whole entry, looked up): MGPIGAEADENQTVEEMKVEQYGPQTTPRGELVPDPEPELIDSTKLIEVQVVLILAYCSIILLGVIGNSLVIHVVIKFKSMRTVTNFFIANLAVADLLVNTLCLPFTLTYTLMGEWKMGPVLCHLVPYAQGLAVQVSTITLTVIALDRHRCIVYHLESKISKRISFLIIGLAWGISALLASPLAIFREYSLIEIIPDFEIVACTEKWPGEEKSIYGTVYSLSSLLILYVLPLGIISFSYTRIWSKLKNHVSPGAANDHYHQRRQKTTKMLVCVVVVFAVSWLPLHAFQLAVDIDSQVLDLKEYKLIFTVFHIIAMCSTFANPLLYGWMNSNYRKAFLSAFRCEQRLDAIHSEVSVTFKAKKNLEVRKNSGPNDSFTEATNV
# Yeast life ext: compounds extending yeast replicative lifespan, primary screen, S. cerevisiae, OD615; S. cerevisiae growth with nicotinamide; deaD strain in restrictive glucose medium; inhibition of the nicotinamide effect, % at 10 µM; 0.68% of 130,000 active; AID 775, 2007;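 active means inhibition above a set limit, placed 3 SD over the median of all compounds, cut at about 26% in these data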;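 further: 0% = nicotinamide-treated wells and 100% = cells grown without nicotinamide; some compounds called inactive have numbers as strong as hits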
#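 Assay system: engineered S. cerevisiae DeaD replicative-lifespan strain, galactose-grown log-phase cells; medium: restrictive CSMM-D dextrose medium; also added: nicotinamide, 1.5 mM, co-present with compound; schedule: 48 h compound exposure at 30 °C, humidified; detection: absorbance at 615 nm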
# HCT116 PTEN-null: growth suppression of PTEN-null HCT116, primary screen, cell-based, CellTiter-Glo | viability, % at 10 µM | HCT116 PTEN-null viability, 60 h; active compounds read low | 1.2% of 140,000 active;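 active means viability at or below a set limit, 4 SD under the median of all tested compounds, cut at about 3.7% in these data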;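 further: PTEN knockout HCT116 line with beta catenin targeted HCT116 as companion control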
# GALR2 blocker: GALR2 antagonists in receptor-expressing cells, primary screen | antagonist mode | inhibition, % at 4 µM | 0.39% of 140,000 active | AID 828, 2007; in the data active means inhibition above about 27%;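 further: cells stimulated with galanin 1-16 at roughly its EC80; 0% = agonist challenge control and 100% = basal control without agonist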
# Target sequence (O43603 whole entry, looked up): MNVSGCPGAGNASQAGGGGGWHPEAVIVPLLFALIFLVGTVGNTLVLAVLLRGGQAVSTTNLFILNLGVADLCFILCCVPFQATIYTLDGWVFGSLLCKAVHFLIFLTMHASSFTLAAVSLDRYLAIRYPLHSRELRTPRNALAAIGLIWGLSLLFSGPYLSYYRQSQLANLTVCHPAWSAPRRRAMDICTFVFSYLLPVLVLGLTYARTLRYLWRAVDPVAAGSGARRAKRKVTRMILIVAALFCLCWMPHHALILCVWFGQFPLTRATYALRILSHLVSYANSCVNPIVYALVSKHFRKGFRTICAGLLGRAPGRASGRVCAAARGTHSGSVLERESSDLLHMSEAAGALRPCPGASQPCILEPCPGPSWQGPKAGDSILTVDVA
# Phagocyt inh: inhibitors of macrophage phagocytosis, primary screen, imaging, J774A.1 cells, IgG beads | J774A.1 macrophage IgG-bead phagocytosis | inhibition, % at 5 µM | 0.07% of 110,000 active | AID 1029, 2008;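 active means inhibition above the mean of the plate negative controls plus 5 SD, cut at about 13% in these data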;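 further: phagocytic index as fraction of beads internalized from green versus red external bead signal; plate controls were DMSO negative control for no effect and cytochalasin-D positive control for full effect; some results beyond the cut were filed as inactive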
# MRP1 act: H69AR viability gain despite doxorubicin, primary screen, MRP-1 activator project, H69AR cells, CellTiter-Glo | AID 799, 2007 | viability increase, % at 10 µM | 0.61% of 140,000 active | viability rescue;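 active means viability gain under doxorubicin at or above a set limit, the compound median plus 3 SD, cut at about 4.7% in these data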;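 further: MRP-1 overexpressing cells given doxorubicin 25 µM after compound pretreatment; 18-22 h compound pretreatment then 72 h with doxorubicin before readout; 0% = doxorubicin-only wells and 100% = vehicle-treated cells without doxorubicin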
# bCat KO growth: primary screen for growth suppressors in beta-catenin knockout HCT116 cells (colon tumor, human); HCT116 beta-catenin knockout viability, CellTiter-Glo, 60 h; active compounds read low; viability, % at 10 µM; 1.5% of 140,000 active; AID 818, 2007;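 active means viability at or under a set limit, the compound median less 4 SD, cut at about 6% in these data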;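 further: 0% = Hyamine 1622 control at 20 µM and 100% = untreated cell control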
# E-sel TNF inh: E-selectin induction blockers in HUVEC – imaging, immunofluorescence, high content, primary screen. HUVEC TNFa-induced E-selectin immunofluorescence. inhibition, % at 2 µM. 0.71% of 120,000 active. AID 1246, 2008;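 active means inhibition above the batch mean plus 3 SD, and confirmed as a hit on visual image review, cut at about 43% in these data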;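 further: 0% = TNF-stimulated DMSO wells and 100% = unstimulated control wells; not every result past the cut was called active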
# BB579 growth dn: growth inhibitors of yeast BB579 in restrictive medium, primary screen, yeast lifespan-shortening project, S. cerevisiae. OD615, 48 h. inhibition, % at 10 µM. 0.51% of 140,000 active. AID 804, 2007;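 active means inhibition above a set limit, 3 SD over the mean compound inhibition, cut at about 44% in these data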; further: inactives centre near -24
#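 System: Saccharomyces cerevisiae DeaD strain BB579, replicative lifespan model yeast | Buffer or medium: Restrictive glucose-based CSMM-D medium | Times: 4 h preincubation and 48 h exposure at 30 °C | Detection: OD615 turbidity measurement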
# Measles CPE: compounds protecting cells from measles virus cytopathic effect, primary screen, measles RdRp inhibitor project, single point, MLSMR library, absorbance. Measles virus-infected cells, CPE protection. 1.5% of 140,000 active. protection (pct of control), % at 4 µM; in the data active means protection mostly above about 24%, no sharp cut-off; inactive means mostly below about 26%; further: some compounds called inactive have numbers as strong as hits
# * marks the source's active call; other numbers are inactive results; · = not tested or not shown.
SMILES,NPY-Y2 antag,Yeast life ext,HCT116 PTEN-null,GALR2 blocker,Phagocyt inh,MRP1 act,bCat KO growth,E-sel TNF inh,BB579 growth dn,Measles CPE
Cn1c(Cn2c(=O)sc3ccccc32)nnc1SCC(=O)N1CCOCC1,9,-7,96,8,·,-1.7,96,-6,-19,13
CCc1ccc(N(C(=O)Cn2nnc(-c3ccccc3)n2)C(C(=O)NC2CCCCC2)c2ccccn2)cc1 (stereo unspecified),0,2,78,5,3,-1.7,83,-5,-11,2
O=C(N/N=C/c1cn(-c2ccccc2)nc1-c1cccs1)c1ccccc1F,-1,-4,41,14,-2,-3.8,38,-6,-18,5
Cn1cccc1C(=O)c1ccc(Cl)cc1Cl,2,-8,90,-7,-1,-2.6,85,-11,-22,6
COC(=O)c1ccccc1NC(=O)c1ccc(COc2cccc3ccccc23)o1,2,-5,105,-12,·,0.1,95,·,-42,13
O=C(CSc1nnc(-c2ccc3c(c2)OCO3)n1-c1ccccc1)c1ccc(Cl)cc1,10,15,95,-2,0,-2.5,89,-6,-31,3
CCOC(=O)C1CCN(S(=O)(=O)c2ccc(C(C)=O)cc2)CC1,2,·,88,-18,·,-3.3,82,-4,-12,27
O=C(Nc1ccccc1C(=O)N1CCCC1)c1cccc(S(=O)(=O)N2CCCCC2)c1,-2,-7,82,8,1,-2.3,88,-5,-24,6
O=C(CSc1ccc(-c2ccc(F)cc2)nn1)N1CCCc2ccccc21,2,-1,73,-2,0,-4.0,101,-10,4,11
COc1ccc2c(c1OC)C(=O)N1N=C(c3ccc(O)cc3)CC21 (stereo unspecified),4,-12,76,6,0,-1.9,70,3,-53,18
O=S(=O)(Cc1ccccc1)N1CCN(C2Cc3ccccc3C2)CC1,1,0,98,-2,0,-0.9,94,19,-68,13
COc1cccc(NC(=O)C2CCCN2C(=O)Nc2ccccc2F)c1 (stereo unspecified),4,-2,109,4,-1,-0.1,108,9,-17,11
CC1CC1c1ccc(/C=C(\C#N)C(=O)Nc2ccc(Cl)cc2)o1 (stereo unspecified),8,-7,100,-2,-4,0.9,100,64*,8,6
Cc1ccc(-n2c(SCC(=O)N3CCCc4ccccc43)nnc2-c2cccnc2)c(C)c1,2,6,96,5,-6,-2.1,89,-2,-55,11
CC(=O)C1C(c2cn(-c3ccccc3)nc2-c2cccs2)NC(=O)NC1(O)C(F)(F)F (stereo unspecified),0,-12,86,-2,1,0.0,87,·,-22,16
O=C(Nc1ccc(Cl)c(Cl)c1)OCc1cccnc1,2,-16,87,-23,-1,0.7,92,·,-25,5
COc1cccc(C2CN(c3ccc(F)cc3F)N=C2c2cccs2)c1OC (stereo unspecified),7,·,76,-10,·,2.4,65,20,-10,5
Cc1ccc(C(=O)NCC(=O)N2CCN(c3ncccn3)CC2)s1,-2,-5,97,-1,0,-2.5,99,0,-27,9
Cc1ccc2cc3cc(C(=O)NCCCN4CCc5ccccc5C4)oc3nc2c1,8,-2,61,-7,0,-5.6,47,·,-31,4
O=C(c1ccco1)N1CCN(Cc2nnnn2CCc2ccccc2)CC1,0,-6,102,-4,0,-3.1,93,13,-13,2

# Single records, as listed above. Values in the order: NPY-Y2 antag, Yeast life ext, HCT116 PTEN-null, GALR2 blocker, Phagocyt inh, MRP1 act, bCat KO growth, E-sel TNF inh, BB579 growth dn, Measles CPE
# O=C(Nc1ccc(Cl)c(Cl)c1)OCc1cccnc1 as listed: 2, -16, 87, -23, -1, 0.7, 92, ·, -25, 5
# Cc1ccc(C(=O)NCC(=O)N2CCN(c3ncccn3)CC2)s1 as listed: -2, -5, 97, -1, 0, -2.5, 99, 0, -27, 9
# COc1cccc(NC(=O)C2CCCN2C(=O)Nc2ccccc2F)c1 (stereo unspecified) as listed: 4, -2, 109, 4, -1, -0.1, 108, 9, -17, 11
# CC1CC1c1ccc(/C=C(\C#N)C(=O)Nc2ccc(Cl)cc2)o1 (stereo unspecified) as listed: 8, -7, 100, -2, -4, 0.9, 100, 64*, 8, 6

# Remaining list, next part.
SMILES,NPY-Y2 antag,Yeast life ext,HCT116 PTEN-null,GALR2 blocker,Phagocyt inh,MRP1 act,bCat KO growth,E-sel TNF inh,BB579 growth dn,Measles CPE
N#CC1=C(N)n2c(s/c(=C\c3ccco3)c2=O)=C(C#N)C1c1ccco1 (stereo unspecified),2,13,90,-8,0,-3.4,91,11,-44,10
CC(C)Cc1cc(C(=O)NCCc2ccccc2)no1,-1,-5,85,-2,·,-2.4,91,9,11,5
COC(=O)C1=C(C)NC(=O)NC1c1ccc(OCC(=O)N2CCCCC2)cc1 (stereo unspecified),0,-4,91,-7,·,-0.5,99,13,-17,13
COC(=O)c1ccc(NC(=O)CCN2CCN(CCC(=O)Nc3ccc(C(=O)OC)cc3)CC2)cc1,2,·,85,-5,·,-0.5,64,-13,-45,4
CN(C)S(=O)(=O)c1ccc(NC(=O)c2ccc(Br)o2)cc1,0,-10,94,3,1,0.2,104,-29,-2,1
Cc1nc(C(=O)N(C)C)nn1-c1cc(Cl)cc(Cl)c1,3,-8,104,0,3,-3.0,92,-28,-21,18
CCOC(=O)c1cc2n(c1/N=C/N(C)C)-c1ccccc1C2=O,1,-12,97,0,0,-1.8,104,-43,-21,6
CCOC(=O)Cc1csc(SCC(=O)NC(C)C23CC4CC(CC(C4)C2)C3)n1 (stereo unspecified),5,19,91,1,-2,-0.1,87,-8,-11,4
CC(=O)Nc1cccc(C(=O)/C=C/c2ccc(C)cc2)c1,5,-7,1.9*,-3,0,-6.6,2.7*,2,-17,12
Cc1ccc(C(=O)c2cc([N+](=O)[O-])ccc2N2CCOCC2)cc1,4,-4,14,6,-4,-4.2,15,·,-40,10

# The list goes on, starting with the last six of the part before.
SMILES,NPY-Y2 antag,Yeast life ext,HCT116 PTEN-null,GALR2 blocker,Phagocyt inh,MRP1 act,bCat KO growth,E-sel TNF inh,BB579 growth dn,Measles CPE
CN(C)S(=O)(=O)c1ccc(NC(=O)c2ccc(Br)o2)cc1,0,-10,94,3,1,0.2,104,-29,-2,1
Cc1nc(C(=O)N(C)C)nn1-c1cc(Cl)cc(Cl)c1,3,-8,104,0,3,-3.0,92,-28,-21,18
CCOC(=O)c1cc2n(c1/N=C/N(C)C)-c1ccccc1C2=O,1,-12,97,0,0,-1.8,104,-43,-21,6
CCOC(=O)Cc1csc(SCC(=O)NC(C)C23CC4CC(CC(C4)C2)C3)n1 (stereo unspecified),5,19,91,1,-2,-0.1,87,-8,-11,4
CC(=O)Nc1cccc(C(=O)/C=C/c2ccc(C)cc2)c1,5,-7,1.9*,-3,0,-6.6,2.7*,2,-17,12
Cc1ccc(C(=O)c2cc([N+](=O)[O-])ccc2N2CCOCC2)cc1,4,-4,14,6,-4,-4.2,15,·,-40,10
CC1CN(C(=O)c2cc3c(s2)CCC3)CC(C)O1 (stereo unspecified),0,-9,98,-5,·,-1.8,100,-29,-4,12
CCN(CC)S(=O)(=O)c1ccc(NC(=O)C2CCCO2)cc1 (stereo unspecified),0,-22,89,-12,·,-1.9,88,2,-21,4
CCCn1nnc(NC(=O)COc2ccc(CC)cc2)n1,3,·,100,-3,·,-0.8,100,10,-7,6
Cc1nc(-c2ccccc2)sc1-c1nc(-c2ccncc2)ncc1S(=O)(=O)c1ccccc1,7,-13,8,-17,-2,-5.4,9,·,-50,23
CCOC(=O)c1c(NC(=O)c2ccccc2)sc2c(O)c(CN(CC)CC)ccc12,2,-11,88,13,0,-3.1,90,·,-41,3
CC(C)CC(NC(=O)C1CCCCC1)C(=O)NCc1ccccn1 (stereo unspecified),3,-10,97,12,0,-1.1,94,-51,-49,0
COc1ccc(C(=O)Nc2cccc(/C(C)=N/NC(=O)c3ccc([N+](=O)[O-])cc3)c2)cc1OC,4,-17,89,2,·,-3.0,90,-6,-3,13
N#Cc1c(NC(=O)C2CC=CCC2C(=O)O)sc2c1CCCCCC2 (stereo unspecified),4,5,92,-2,-1,0.5,96,·,-26,12
Cn1nc(C(=O)NCc2ccc(F)cc2)c2ccccc2c1=O,3,-22,71,10,·,-2.6,86,-11,16,13
O=C(CSc1nc(Cc2ccccc2)nc2ccccc12)Nc1nc2c(s1)CCCC2,0,1,78,-11,-1,-1.3,82,·,-41,11
CC(C)(C)OC(=O)NCCCC(CCCNC(=O)OC(C)(C)C)C(=O)O,4,-14,93,8,-1,-0.2,83,·,11,5
COc1ccc(-c2[nH]c3ccccc3c2SCCNC(=O)c2ccccc2)cc1,4,2,56,-12,·,-1.0,60,1,-19,32*
Clc1ccc(SCc2nc3ccccc3[nH]2)cc1,1,-23,33,19,·,-0.6,27,-8,-42,10
COc1ccc2c(=O)c(-c3ccc4c(c3)OCO4)coc2c1,-3,-3,83,-5,·,-2.4,85,-19,-27,18
O=C(Cc1coc(-c2ccc(F)cc2)n1)NCc1ccccc1,6,-4,105,7,-1,-0.8,100,-36,-50,17
CCc1nn(CC(=O)NCCN2CCN(C)CC2)c(=O)c2cc3occc3n12,1,-21,101,7,2,-1.9,90,·,4,8
CCC(=O)Oc1ccc2oc(=O)cc(C)c2c1,2,3,105,5,-4,-2.6,89,·,-26,9
